Bcl-xL primary: inhibitors of human Bcl-xL; GST-Bcl-xL / FITC-Bim BH3 peptide fluorescence polarization; inhibition, % at 10.9 µM; hit rate 0.7% among 320,000;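 active means inhibition above the mean of all tested compounds plus 3 SD, cutoff set per campaign, cut at about 30% in these data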;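 further: 0% = DMSO wells and 100% = unlabeled Bim-BH3 peptide competitor; inhibitors lower millipolarization by displacing the labeled peptide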
Target sequence (Q07817 whole entry, looked up): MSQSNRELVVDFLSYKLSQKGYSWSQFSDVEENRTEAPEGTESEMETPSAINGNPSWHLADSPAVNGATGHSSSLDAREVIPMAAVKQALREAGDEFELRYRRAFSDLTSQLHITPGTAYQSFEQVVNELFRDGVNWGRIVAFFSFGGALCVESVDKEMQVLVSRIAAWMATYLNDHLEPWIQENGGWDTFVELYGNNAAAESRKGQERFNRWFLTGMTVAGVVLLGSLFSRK
Fam108B inh: blocks mouse Fam108B hydrolase in RBBP9 counter-screen | AID 1947 | inhibition, % at 9.51 µM | recombinant Fam108B, FP-Rh probe fluorescence polarization | hit rate 0.33% among 300,000;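 active means inhibition above the screen mean inhibition plus 3 SD, computed separately per campaign, cut at about 18% in these data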;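 further: inhibitors lower polarization as less probe binds the enzyme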
MEX-5 binding: C. elegans MEX-5 TCR-2 RNA binding activity | Q9XUB2 | MEX-5/FITC-TCR2 RNA binding, fluorescence polarization; hits give low values | activity score (negative = inhibition of binding), % at 10 µM | hit rate 0.38% among 300,000 | AID 1832;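 active means inhibition past about -25% in most replicates, and total fluorescence under double the plate's negative control median, limit read from the data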;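 further: 0% = DMSO and -100% = 5 µM competing unlabeled TCR2 RNA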
Target sequence (Q9XUB2 whole entry, looked up): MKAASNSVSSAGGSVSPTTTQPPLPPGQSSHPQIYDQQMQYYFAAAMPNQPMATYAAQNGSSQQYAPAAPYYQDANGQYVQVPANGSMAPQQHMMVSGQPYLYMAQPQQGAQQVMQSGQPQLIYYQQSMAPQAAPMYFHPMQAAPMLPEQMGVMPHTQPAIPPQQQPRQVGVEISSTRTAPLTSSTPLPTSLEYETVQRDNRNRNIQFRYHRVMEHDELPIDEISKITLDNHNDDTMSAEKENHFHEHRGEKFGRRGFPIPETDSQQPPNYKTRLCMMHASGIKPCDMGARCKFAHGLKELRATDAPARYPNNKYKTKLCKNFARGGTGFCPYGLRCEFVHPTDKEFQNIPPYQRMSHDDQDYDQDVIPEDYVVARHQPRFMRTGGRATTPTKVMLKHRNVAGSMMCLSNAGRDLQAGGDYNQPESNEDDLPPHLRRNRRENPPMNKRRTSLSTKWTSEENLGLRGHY
MCL1 BIM primary: inhibitors of human MCL1 binding to BIM-BH3 peptide | hit rate 0.68% among 320,000 | AID 2057 | Q07820 | GST-MCL1 / FITC-Bim-BH3 fluorescence polarization | inhibition, % at 10.9 µM;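 active means inhibition above the mean inhibition of all tested compounds plus 3 SD, set per campaign, cut at about 40% in these data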;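 further: 0% = DMSO wells and 100% = unlabeled Bim-BH3 peptide control; higher means more loss of mP so more displacement of Bim peptide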
Target sequence (Q07820 whole entry, looked up): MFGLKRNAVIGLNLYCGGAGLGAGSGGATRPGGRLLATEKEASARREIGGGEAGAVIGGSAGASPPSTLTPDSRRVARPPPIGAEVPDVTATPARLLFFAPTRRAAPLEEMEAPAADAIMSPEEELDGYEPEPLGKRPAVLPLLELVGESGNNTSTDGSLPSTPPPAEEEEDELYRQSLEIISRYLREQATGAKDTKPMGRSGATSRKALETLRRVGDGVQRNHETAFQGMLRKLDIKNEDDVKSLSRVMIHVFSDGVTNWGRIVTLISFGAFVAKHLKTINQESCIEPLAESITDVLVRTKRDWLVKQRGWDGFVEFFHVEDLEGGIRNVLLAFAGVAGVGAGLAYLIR
GLD-1 TGE inh: GLD-1-TGE RNA interaction inhibition (C. elegans); Q17339; purified GLD-1 + fluorescein TGE RNA, fluorescence polarization; inhibition, % at 5.96 µM; hit rate 0.44% among 320,000; AID 2280;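 active means percent inhibition above a per-plate cutoff, the plate mean of test compounds plus 3 SD, cut at about 30% in these data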;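 further: 0% = DMSO wells with GLD-1 and probe and 100% = wells lacking GLD-1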
VLA-4 inh: inhibition in a human VLA-4 binding assay; hit rate 0.2% among 330,000; P13612; inhibition, % (about 7 µM as worked out from the volumes in the protocol); VLA-4 expressing cells, ligand binding flow cytometry; in the data active means inhibition above about 50%
GRK2 aptamer HTS: inhibitors of human GRK2 displacing RNA aptamer. bead flow cytometry, FAM-aptamer displacement from GRK2. inhibition of aptamer binding, % at 10 µM. hit rate 0.59% among 330,000. P25098;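 active means inhibition of aptamer binding above 40%, roughly 3 SD of noise, on plates passing a quality check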;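 further: median bead fluorescence of bound FAM aptamer so fluorescent compounds give negative values; no value below 0 was filed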
Efflux pump mplx: antifungal efflux pump inhibition, Nile Red retention; S. cerevisiae Candida pump triplex; hit rate 0.44% among 330,000; inhibition, % at 10 µM; AID 485275;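 active means plate passing quality check with inhibition over a set limit, or well fluorescence over plate mean plus 4 SD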;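 further: Nile Red retained in pooled yeast measured as flow cytometry median fluorescence; 0% = buffer negative control and 100% = Enniatin B positive control; higher means more Nile Red kept so more efflux inhibition; some compounds called inactive have numbers as strong as hits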
PME-1 inh: PME-1 (human) inhibition | Q9Y570 | recombinant PME-1, FP-Rh probe fluorescence polarization | inhibition, % at 5.9 µM | hit rate 0.53% among 320,000 | AID 2130;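 active means inhibition above the campaign mean of all compounds plus 3 SD, cut at about 26% in these data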;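 further: competitive labeling of PME-1 active site by serine hydrolase directed probe; 0% = PME-1 with DMSO and 100% = wells lacking PME-1 enzyme; inhibitors block probe labeling so polarization falls and inhibition rises; many of its hits are not listed in these tables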
An asterisk follows results filed as active; nt = not tested or not shown. These rows are one share of the data; count on the stated rates, not on these rows.

Compound	PME-1 inh	Efflux pump mplx	GLD-1 TGE inh	VLA-4 inh	GRK2 aptamer HTS	MEX-5 binding	Fam108B inh	MCL1 BIM primary	Bcl-xL primary
CCC(c1nnnn1Cc1ccc(OC)cc1)N1CCN(c2ccc(OC)cc2)CC1 (stereo not given)	-3.8	-0.1	1.6	-0.5	0.0	0.9	0.6	-0.7	5.0
COCCNC(=S)N1CCC(C(=O)c2ccc(C)cc2)CC1	-5.9	-0.1	-5.0	2.2	0.0	1.6	-3.5	3.0	8.9
NC(=O)c1sc2nc3c(c(-c4cccnc4)c2c1N)CCC3	-3.8	0.0	2.7	0.0	1.0	0.7	-0.6	4.7	5.8
Cc1ccc(S(=O)(=O)N(C)CC(=O)Nc2nc3ccccc3s2)cc1	-1.3	-0.1	1.8	5.8	0.0	-1.7	1.2	-2.5	0.8
Cc1ccccc1NC(=O)CSc1nc(N)c(C#N)c(-c2cccs2)c1C#N	-7.9	0.0	0.9	-2.2	2.0	2.2	-3.8	8.3	3.7
Cc1ccc(C(=O)C2CCN(CC(=O)Nc3ccc(N(C)C)cc3)CC2)cc1	-0.3	0.0	3.2	-4.9	4.0	0.6	1.3	9.9	5.8
CCN(CC(=O)Nc1c(F)cccc1F)C(=O)C(C)SCc1nc2sc(C)c(C)c2c(=O)[nH]1 (stereo not given)	3.1	0.0	-2.2	-7.2	0.0	-0.7	-8.0	-0.3	5.4
CCN(CC)CCN(Cc1cc2cc3c(cc2[nH]c1=O)OCCO3)C(=S)NCC(C)C	0.6	-0.3	-4.7	-2.3	0.0	-2.5	-4.2	15.3	3.5
CCOCCCNC(=O)CN1C(=O)/C(=C\c2ccc(C)cc2)Sc2ccccc21	-1.8	0.6	7.6	21.8	0.0	-0.6	-1.2	5.0	4.0
CCc1ccc(N2CC(C(=O)Nc3ccc4c(c3)OCO4)CC2=O)cc1 (stereo not given)	-0.8	0.1	-5.2	-0.6	0.0	nt	nt	-1.9	-6.6
CN(c1ccc(OCC(=O)Nc2ccc3[nH]c(=O)[nH]c3c2)cc1)S(=O)(=O)c1ccc(Cl)cc1	24.5	0.1	-5.6	8.4	7.0	-1.2	5.0	-4.0	-1.7
CC(=O)NS(=O)(=O)c1ccc(NC(=O)c2ccc(Cl)cc2[N+](=O)[O-])cc1	-2.5	0.0	-2.0	-3.2	1.0	-3.5	1.7	9.8	4.3
Cc1cc(C)cc(NC(=O)c2ccc(Cn3nc(C)c(Cl)c3C)o2)c1	-5.6	0.0	8.3	43.2	1.0	-0.4	-4.1	-0.6	3.1
O=C(NCCNC(=O)c1ccc(Cl)cc1Cl)c1ccccn1	-8.5	0.0	-4.6	4.2	0.0	-0.1	0.7	-3.1	-0.1
CSc1nsc(/C=C/Nc2ccc(F)cc2)c1C#N	5.5	-0.1	-9.8	-4.5	0.0	0.4	6.3	-25.4	-5.3
CCOC(=O)c1c(NC(=O)Cc2ccccc2)sc2c1CCN(C)C2	-0.5	-0.1	-5.2	-5.4	1.0	2.2	0.4	-6.6	-2.5
COC(=O)c1cccc(NC(=O)CN(c2ccc3c(c2)OCO3)S(C)(=O)=O)c1C	-3.4	0.2	-1.7	2.7	0.0	-0.1	2.7	5.9	2.0
CCOC(=O)C1(CCc2ccccc2)CCN(Cc2cccc3nccnc23)CC1	-5.0	0.1	7.0	20.9	0.0	0.5	-3.4	4.9	6.2
Cc1[nH]c2ccccc2c1C(c1ccccn1)N1CCC(C)CC1 (stereo not given)	-5.0	0.1	-5.4	16.5	0.0	-1.2	-1.9	8.4	2.9
Cc1ccc(C)c(C(=O)CN2C(=O)C(=O)N(C3CCCC3)C2=O)c1	-0.6	-0.1	0.3	6.2	0.0	nt	nt	0.8	0.1
Cc1noc(C)c1S(=O)(=O)N(C)C[C@H]1Oc2ccc(NC(=O)C3CC3)cc2C(=O)N([C@H](C)CO)C[C@@H]1C	nt	-0.1	2.3	-1.7	3.0	nt	nt	nt	nt
CCCCC1OC23CCCCC2C(C#N)(C#N)C1(C#N)C(=N)O3 (stereo not given)	10.5	0.1	83.4*	5.0	3.0	-8.2	4.3	127.0*	103.3*
Cc1ccc(O)c(/C=N/NC(=O)CN2CCCC2)c1	-5.0	-0.1	3.4	1.9	0.0	-2.7	1.3	1.8	3.3
CC(C)CN(C(=O)c1ccc(N2CCCC2=O)cc1)c1c(N)n(Cc2ccccc2)c(=O)[nH]c1=O	4.1	0.2	3.3	5.1	6.0	nt	nt	-7.7	-5.1
COC(=O)C1=C[C@@H](C(=O)OC)[C@@H]2C3=C(C(=O)[C@@]2(C)NC(=O)c2ccccc2)[C@H](c2ccccc2)n2c(=O)n(-c4ccccc4)c(=O)n2[C@@H]3C1	4.7	-0.1	5.8	28.4	0.0	0.2	-0.9	3.8	1.6
CNC(=S)N/N=C(\C)c1ccc(C)c(C)c1	-4.7	-0.2	4.8	4.0	2.0	-2.9	-0.1	15.8	9.5
Cc1ccc(NC(=O)NNC(=O)c2cc3ccccc3cc2O)cc1	1.3	-0.1	1.4	-1.7	2.0	-5.1	-3.2	4.7	6.0
CC(C)[C@H](NC(=O)NCCc1ccccc1)C(=O)O	-2.4	0.2	2.4	-4.0	1.0	-0.8	-5.5	-3.7	0.1
CN(C(=O)CSc1nc2c(c(=O)[nH]1)CCC2)c1ccccc1	-1.7	-0.1	3.7	34.2	0.0	0.7	2.1	8.3	4.8
COc1ccc(NC(=O)Cc2nc3ccccc3[nH]2)cc1	-2.9	0.1	8.6	5.5	1.0	-1.0	0.1	0.6	8.2
CCc1nc2ccccc2c(C(=O)O)c1C	-2.1	0.0	6.3	9.7	4.0	2.0	0.5	4.9	6.0
Cc1ccc(-c2nc(CS(=O)CC(=O)NCc3ccccn3)c(C)o2)cc1 (stereo not given)	-0.5	-0.1	3.7	3.2	0.0	1.3	-3.6	15.1	6.9
C=CCOc1ccccc1CNCCCN1CCOCC1	-3.8	0.0	-1.9	-7.8	0.0	-1.7	2.7	-0.6	-0.4
CN(C)C/C=C/C(=O)Nc1cccc(-c2c[nH]c3ncnc(Oc4ccc(NC(=O)CC(=O)Nc5ccc(F)cc5)cc4F)c23)c1	nt	-0.1	1.3	5.7	0.0	nt	nt	nt	nt
S=c1[nH]nc(-c2cccc3ccccc23)n1-c1cccnc1	3.3	0.1	-0.6	9.0	1.0	1.2	-0.5	-24.6	-24.2
COC(=O)c1ccc(CSc2nc3cc(Cl)ccc3s2)o1	-0.8	-0.2	-3.7	7.1	1.0	-2.8	2.0	2.7	0.9
COc1ccc(CC(=O)NNC(=O)c2cccs2)cc1	-1.0	-0.1	1.6	-13.8	0.0	1.4	8.1	2.1	8.3
CCCOC(=O)c1ccc(Nc2cc(C)nc3ncnn23)cc1	3.0	-0.1	-4.5	-18.4	2.0	-5.6	2.5	7.4	6.4
COc1cc(S(=O)(=O)NCCCN2CCOCC2)ccc1Cl	-0.6	-0.2	0.9	15.0	2.0	-0.3	1.9	2.6	5.9
CC1CCC(NC(=O)CN(C)S(=O)(=O)c2ccc3c(c2)c(=O)n(C)c(=O)n3C)CC1 (stereo not given)	0.2	-0.1	6.3	5.5	0.0	0.4	2.8	3.4	5.4
Cc1c(C(=O)NCc2ccccn2)oc2ccccc12	6.8	0.2	-22.8	17.6	0.0	-1.7	4.3	3.8	-0.8
Cc1ccc(-n2c(C)nnc2SCC(=O)NC2CC2)cc1	2.1	-0.1	-4.7	7.4	6.0	-1.4	2.7	-5.6	0.5
Cc1cc(NC(=O)c2cccc(S(=O)(=O)N3CCCCCC3)c2)n(-c2ccccn2)n1	5.6	0.0	-1.4	0.9	3.0	4.8	3.9	1.6	1.7
COc1cccc(SCc2noc(C(=O)NCC3CCCO3)c2C(=O)O)c1 (stereo not given)	-0.6	0.0	-6.4	27.2	0.0	1.4	-0.9	-0.1	-2.2
Cc1cc(N2C(=O)CC(C(C)c3ccccc3)C2=O)no1 (stereo not given)	-5.0	0.0	4.5	-2.5	4.0	-2.8	0.4	3.1	-0.1
CN(CCOc1ccccc1)CC(=O)Nc1ccc(Cl)c(S(=O)(=O)N(C)C)c1	9.5	0.1	0.4	15.0	1.0	-2.0	0.3	2.2	-6.6
CCCNC(=O)Cn1nc(C)n2c(cc3cc(F)ccc32)c1=O	nt	0.2	nt	-7.7	0.0	-2.2	nt	nt	nt
Cc1ccc(C(=O)C[n+]2cccc3ccccc32)cc1	-4.3	0.1	-11.4	-299.0	0.0	6.3	-3.3	-2.2	7.4
Fc1ccc(C2c3[nH]c4ccccc4c3CCN2Cc2cccn2-c2ncccn2)cc1 (stereo not given)	0.6	-0.1	-2.3	7.5	2.0	-1.4	-1.6	4.3	6.1
Cc1cc(Nc2ccccc2F)n2nc(C)nc2n1	-0.9	0.1	-3.7	21.7	2.0	-2.6	1.2	-6.4	-1.6
CC(=O)c1cc(NC(=O)c2ccc([N+](=O)[O-])cc2)c(=O)oc1C	-4.1	0.0	1.4	1.9	1.0	-2.5	4.8	-2.9	5.9
CN(CC(=O)NC(=O)NC1CCCCC1)Cc1ccccc1	2.5	0.3	1.0	9.1	3.0	nt	nt	0.8	-2.0
CCOC(=O)c1c(NC(=O)COC(=O)c2nccnc2N)sc2c1CCC2	-3.9	0.0	5.8	16.2	0.0	nt	nt	-7.7	-1.3
O=C(Nc1ccc(F)cc1)N1CCn2c(nc3ccccc32)C1	0.2	0.1	1.1	11.8	0.0	-1.1	-4.8	3.9	2.3
CCCCN(C(=O)C1CCN(C(=O)c2ccccc2C)CC1)c1c(N)n(CCCC)c(=O)[nH]c1=O	-0.3	0.2	-1.4	-5.1	0.0	-0.2	2.1	-9.3	1.0
O=C(NC1CCS(=O)(=O)C1)C1CCCCN1S(=O)(=O)c1ccc(Cl)cc1 (stereo not given)	3.7	0.0	6.5	5.0	3.0	-0.1	-0.1	4.1	5.8
COc1ccc(CCNC(=O)c2cc3c(=O)n(C)c4ccccc4c3n2C)c(OC)c1	-3.4	0.1	-0.6	9.0	1.0	1.2	-2.6	-4.7	-2.0
CCOC(=O)C1=C(C)NC(C)=C(C(=O)OCC)C1/C=C/c1ccccc1OC	4.6	0.2	8.4	15.2	1.0	-1.9	-3.1	5.2	4.1
COc1ccc(S(=O)(=O)N(C)C[C@@H]2Oc3c(NS(=O)(=O)c4cn(C)cn4)cccc3C(=O)N([C@@H](C)CO)C[C@@H]2C)cc1	nt	0.1	-4.2	-4.1	0.0	nt	nt	nt	nt
C#CCOCCOCCOCCNc1nc(N2CCN(C(=O)CCCCCCCCCCNC(=O)[C@H](CO)n3cc(CCCCCN)nn3)CC2)nc(N2CCN(C(=O)CCCCCCCCCCNC(=O)[C@H](CCCN=C(N)N)n3cc(C[C@@H](C)CC)nn3)CC2)n1	-12.5	0.1	-9.3	5.3	0.0	nt	-12.8	-18.6	-6.5
CS(=O)(=O)N1CCc2ccc(NC(=O)C3CCCO3)cc2C1 (stereo not given)	0.1	0.0	2.8	0.8	0.0	-1.3	1.5	3.9	4.5
O=C(c1ccccc1Br)N1CCN(Cc2ccc3c(c2)OCO3)CC1	13.9	0.1	2.9	6.5	1.0	-0.3	-0.2	1.9	1.2
